# Screening results (PubChem)
# Tb hexokinase: blocks Trypanosoma brucei hexokinase 1 activity; 220,000 tested, 0.11% active; recombinant TbHK1, G6PDH-coupled NADH A340; AID 1430; inhibition, % at 10 µM;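 active = inhibition of 50% or more in the single-dose primary screen; inactive = inhibition below 50%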
# NCF1 inh: p47phox (human) inhibition; 220,000 tested, 0.53% active; p47phox/p22phox peptide binding, fluorescence polarization, 2 h; AID 1274; P14598; inhibition, % at 24.7 µM;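 active = inhibition above about 30%, limit read from the data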;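 note: 0% = p47phox with labelled peptide and 100% = labelled peptide alone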
# Target sequence (P14598 whole entry, looked up): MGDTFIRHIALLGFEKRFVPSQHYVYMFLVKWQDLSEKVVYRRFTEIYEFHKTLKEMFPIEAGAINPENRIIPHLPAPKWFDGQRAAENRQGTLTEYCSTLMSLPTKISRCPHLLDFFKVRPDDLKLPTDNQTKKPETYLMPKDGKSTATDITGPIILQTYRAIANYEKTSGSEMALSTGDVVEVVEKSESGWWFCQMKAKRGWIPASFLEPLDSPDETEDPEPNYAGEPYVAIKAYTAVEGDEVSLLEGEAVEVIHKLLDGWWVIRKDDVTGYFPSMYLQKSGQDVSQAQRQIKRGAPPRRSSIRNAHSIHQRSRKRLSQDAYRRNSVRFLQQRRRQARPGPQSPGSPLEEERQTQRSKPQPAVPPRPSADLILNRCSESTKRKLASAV
# EBV gp42 inh: EBV gp42 inhibition; Fluorescence polarization binding assay, mP read-out; inhibition, % (tested at 21.74 µM); 220,000 tested, 0.42% active; AID 1085; in the data active = inhibition above about 50%
# Target sequence (Q1HVG2 whole entry, looked up): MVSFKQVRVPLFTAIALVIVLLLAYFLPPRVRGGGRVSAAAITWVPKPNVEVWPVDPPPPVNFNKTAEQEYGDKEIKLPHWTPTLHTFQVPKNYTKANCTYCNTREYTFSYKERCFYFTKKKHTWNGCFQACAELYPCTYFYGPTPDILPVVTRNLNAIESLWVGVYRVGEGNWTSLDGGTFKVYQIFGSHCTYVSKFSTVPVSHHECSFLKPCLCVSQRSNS
# 14-3-3 Bad inh: disrupts binding of bovine 14-3-3 zeta to phospho-Bad peptide; P63103; TR-FRET 14-3-3zeta/Dy647-pBad peptide displacement, 1 h; inhibition, % at 21.7 µM; 220,000 tested, 0.71% active;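 active = inhibition above about 70%, limit read from the data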;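 note: 0% = full 14-3-3 plus peptide FRET controls and 100% = background without 14-3-3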
# Target sequence (P63103 whole entry, looked up): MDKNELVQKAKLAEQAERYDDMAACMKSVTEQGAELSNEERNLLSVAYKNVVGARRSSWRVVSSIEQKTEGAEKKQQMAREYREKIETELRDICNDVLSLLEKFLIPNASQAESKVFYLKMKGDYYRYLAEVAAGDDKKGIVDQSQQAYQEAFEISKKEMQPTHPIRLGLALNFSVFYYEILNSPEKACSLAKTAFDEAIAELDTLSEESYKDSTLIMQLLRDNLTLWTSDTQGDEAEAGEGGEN
# zVAD death inh: blocks zVAD induced death of L929 cells | L929 zVAD necroptosis rescue, ATP luminescence, 24 h; with zVAD 60 µM | viability rescue, % at 10 µM | 220,000 tested, 0.38% active | AID 1377;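 active = activation, scaled between plate controls, above about 75%, limit read from the data; inactive = activation under that limit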;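 note: 0% = zVAD with DMSO and 100% = DMSO alone without zVAD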
# Runt-CBFb FRET: inhibitors of human RUNX1 Runt domain binding to CBFb. Q01196+Q13951. Cerulean-Runt/Venus-CBFb FRET ratio 530/480, 1 h. inhibition, % at 20 µM. 220,000 tested, 0.46% active;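 active = inhibition over about 50% at 20 µM in the single-dose screen, limit read from the data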;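 note: 0% = DMSO wells and 100% = excess unlabeled CBFb competitor control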
#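 System: Cerulean-labeled Runt domain protein | Quantity: 100 nM of each labeled protein | Schedule: 1 h compound exposure, room temperature | Detection: Fluorescence energy transfer, 422 nm excitation, 530/480 nm emission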
# MDM2 E3 inh: inhibitors of human Mdm2 E3 ubiquitin ligase; cell-based MDM2 ubiquitination luciferase reporter, 2 h; 0 = plate control, 100 = twice control, blank-subtracted; signal enhancement, % at 5 µM; 210,000 tested, 0.11% active; AID 1230;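 active = signal enhancement of 30% or more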;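 note: luminescence tracks abundance of the self-degrading MDM2-luciferase fusion protein; higher signal means inhibition of MDM2 E3 ligase activity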
#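 System: stable MDM2–luciferase fusion reporter cells / Input: 2000 cells seeded into each well / Schedule: 4 h settle plus 2 h compound, 37 °C / Compound: single-point 5 µM / Buffer or medium: cells held in DMEM / Benchmarks: control and blank well means / Evaluation: percent signal gain over controls, blank-subtracted / Measured by: luciferase luminescence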
# Runt-SMMHC FRET: blocks binding of human RUNX1 Runt domain to CBFb-SMMHC | Q01196+Q13951 | Cerulean-Runt/Venus-CBFb-SMMHC FRET ratio 530/480, 1 h | inhibition, % at 20 µM | 220,000 tested, 0.74% active | AID 1434;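 active = mean inhibition across duplicate retests at 20 µM reaching about 50%, limit read from the data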;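 note: 0% = DMSO wells and 100% = wells with excess untagged CBFb-SMMHC; inhibitors lower the FRET ratio by blocking Runt binding to CBFb-SMMHC; some results filed as inactive read as strong as hits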
# Hck Nef HTS: blocks Nef-activated human Hck kinase. Recombinant Hck-YEEI plus Nef, Z-Lyte FRET kinase assay. 220,000 tested, 0.68% active. P08631. AID 463187. inhibition, % at 20 µM;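 active = Hck-Nef kinase inhibition above about 50%, limit read from the data; inactive = inhibition below that limit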;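 note: 0% = DMSO with Hck plus Nef and 100% = Hck alone without Nef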
# The depositor's hits bear a star; . = not tested or not shown; [ ] = another dose, or the depositor's remark. Rows were taken by chance; overall some 3.2% were active at least once.
SMILES,Tb hexokinase,NCF1 inh,EBV gp42 inh,14-3-3 Bad inh,zVAD death inh,Runt-CBFb FRET,MDM2 E3 inh,Runt-SMMHC FRET,Hck Nef HTS
Cc1ccccc1NC(=O)COC(=O)CCSc1ccccc1,-4,-2,-19,-7,9.5,0,-7,-4,20
COC(CN1CCc2c(C)nc3c(C#N)cnn3c21)OC,-40,-9,-3,-4,0.1,2,-12,7,19
COc1cc2c(C#N)c(N3CCN(c4ccccc4OC)CC3)nc(N)c2c(N)n1,-9,-32,-9,-7,58,-25,-9,-30,6
O=C1CC(N2CCc3ccccc32)C(=O)N1c1ccccc1 (configuration not stated),-16,-7,-1,2,0.9,-2,5,0,21
CCn1c(P(C)(=O)O)nc2cc(NC(=O)c3ccccc3Cl)ccc21,-4,-14,-15,-6,0.1,-2,3,2,-28
COc1cc(/C=C2\SC(=O)N(CCNC(=O)c3sc4cc(F)ccc4c3Cl)C2=O)cc(OC)c1OC,-26,.,-46,-1,-0.9,-21,2,-54,55*
C/C(=N\Nc1cccc2cccnc12)c1ccc(N)cc1,-8,-9,-10,-20,0.3,7,-14,6,-26
CCOC(=O)c1sc2ncnc(N3CCN(C(=O)OCC)CC3)c2c1C,-19,-11,-20,-9,1.4,-2,-7,-3,-3
CCOc1ccccc1/C=N/NC(=O)CSc1n[nH]c(=O)[nH]c1=O,-3,-3,-9,-2,0.6,0,-4,1,3
CCC1CCC2(CC1)NC(=O)N(CC(=O)c1c(C)[nH]c3ccccc13)C2=O (configuration not stated),-8,-14,5,-3,3.6,1,-4,0,3
Cc1cc(C(=O)Nc2ccc(Cl)cc2)c(C)n1Cc1cccs1,-2,-38,1,-8,2.3,0,-20,2,-2
Cc1nn(Cc2ccccc2Cl)c(C)c1NC(=O)NC12CC3CC(CC(C3)C1)C2,6,3,15,-12,0.1,-3,-22,-1,-3
CCOC(=O)c1sc(NC(=O)c2ccc(S(=O)(=O)N(C)C)cc2)nc1C,2,-9,-12,-2,0.4,-2,-17,-2,-24
NC(=O)CCS(=O)(=O)c1ccc(Cl)cc1,-7,6,-14,-1,2.8,1,-2,1,18
COc1ccc(C(=O)Nc2cccc(OC)c2)cc1,4,-11,-16,3,0.2,-1,-30,-2,2
Cc1cc(=O)n2c(-c3ccccc3C)n[nH]c2n1,-2,-13,-12,-8,0.3,1,-11,-4,-1
CCOc1ccc(-n2c(N)c(C(=O)NCc3cccnc3)sc2=S)cc1,-11,5,14,10,0.2,9,9,-6,-2
N/C(Cc1ccc([N+](=O)[O-])cc1)=N\OC(=O)C(c1ccccc1)c1ccccc1,6,-7,11,1,0.0,-1,-17,-2,1
CC1(C)CCC(C)(C)NC(=S)N1,4,1,-13,6,0.6,-3,-20,4,9
CNC(=O)c1cc2ccc(OC)cc2oc1=O,-44,2,-13,4,0.7,4,-12,15,6

# Continued; the last six above are carried over.
SMILES,Tb hexokinase,NCF1 inh,EBV gp42 inh,14-3-3 Bad inh,zVAD death inh,Runt-CBFb FRET,MDM2 E3 inh,Runt-SMMHC FRET,Hck Nef HTS
COc1ccc(C(=O)Nc2cccc(OC)c2)cc1,4,-11,-16,3,0.2,-1,-30,-2,2
Cc1cc(=O)n2c(-c3ccccc3C)n[nH]c2n1,-2,-13,-12,-8,0.3,1,-11,-4,-1
CCOc1ccc(-n2c(N)c(C(=O)NCc3cccnc3)sc2=S)cc1,-11,5,14,10,0.2,9,9,-6,-2
N/C(Cc1ccc([N+](=O)[O-])cc1)=N\OC(=O)C(c1ccccc1)c1ccccc1,6,-7,11,1,0.0,-1,-17,-2,1
CC1(C)CCC(C)(C)NC(=S)N1,4,1,-13,6,0.6,-3,-20,4,9
CNC(=O)c1cc2ccc(OC)cc2oc1=O,-44,2,-13,4,0.7,4,-12,15,6
Cc1csc2nc(CNC(=O)C3CC=CCC3C(=O)O)cn12 (configuration not stated),-8,-2,-16,2,2.4,-1,-7,-1,1
C/C(=N/NC(=O)c1ccc(C)s1)c1cccc(NC(=O)COc2ccc(Cl)cc2C)c1,-10,-3,-18,-4,0.3,-4,-3,-3,-1
Cc1ccc(S(=O)(=O)N2CC(=NO)C2)cc1,0,-1,-3,-8,0.2,1,-2,-1,0
O=C1/C(=C/c2ccco2)SC(=S)N1c1cccnc1,16,-2,49,85*,-0.5,29,-10,2,90*
Cc1cccc(C)c1NC1=NCCCCC1,-3,1,0,-10,3.4,-2,-5,-1,-23
O=C(CN1CCCC1)NN=C(c1ccccc1)c1ccccc1,-2,-1,-1,-9,-0.1,-1,-10,0,11
Cn1c(CSCc2ccc(F)cc2)nnc1SCC(=O)Nc1nccs1,-2,-13,-23,-4[fluorescence artefact?],0.5,-1,-4,4,1
Cc1ccc(NC(=O)COc2ncnc3c(Cl)cc(Cl)cc23)cc1[N+](=O)[O-],16,7,-24,14[fluorescence artefact?],0.2,-1,-5,-7,-1
CC1=C/C(=N\NC(=S)Nc2cccnc2)CC(C)(C)C1,6,-12,-1,-11,6.9,3,-92,4,-26
COC(=O)/C=c1\sc2ncnn2c1=O,0,-7,-7,9[fluorescence artefact?],-0.8,15,-3,14,1
Cn1nc(C(=O)Nc2nc(-c3ccc(F)cc3)cs2)ccc1=O,-5,-8,-6,1,-0.6,-1,-16,1,-2
COc1ccccc1NS(=O)(=O)c1ccc(O)c(C(=O)OCC(=O)c2ccc(Cl)cc2Cl)c1,11,-47,4,1,-1.9,0,-90,0,-42
C/C(=N\Nc1ccccn1)c1ccc2c(c1)OCO2,-18,-5,-18,1,1.6,1,-3,-3,15
O=C(O)c1ccc(/C=C2\SC(=Nc3ccccc3)N(c3ccccc3)C2=O)cc1,-39,-2,-3,-12,0.5,-2,5,-2,22
O=c1nc2ccccc2c2n1CC(CN1CCN(c3ccccc3F)CC1)N2 (configuration not stated),15,1,-4,2,1.3,-1,-20,0,1
CCN(C(=O)c1ccc(C(C)(C)C)cc1)c1nnc(Cn2nnc3ccccc32)s1,10,-13,5,-9,0.5,-6,-10,2,0
O=C1COc2ccc(C(=O)COC(=O)CNC(=O)c3ccco3)cc2N1,-5,-4,-18,-2,1.0,0,-6,-2,22
O=C(O)CCCCc1nc2ccccc2s1,4,-12,-8,-3[fluorescence artefact?],0.7,2,-10,-5,2
O=S1(=O)CCN(C(CCO)c2cccc(C(F)(F)F)c2)CC1 (configuration not stated),4,12,0,19,-0.9,1,-19,-2,6
O=C(Nc1ccc2oc(-c3ccc(Cl)c(Cl)c3)nc2c1)c1ncn[nH]1,-13,-9,-1,75*,-0.1,-1,0,0,26

# An excerpt from above in order of heavy-atom count, rising.
SMILES,Tb hexokinase,NCF1 inh,EBV gp42 inh,14-3-3 Bad inh,zVAD death inh,Runt-CBFb FRET,MDM2 E3 inh,Runt-SMMHC FRET,Hck Nef HTS
C/C(=N\Nc1ccccn1)c1ccc2c(c1)OCO2,-18,-5,-18,1,1.6,1,-3,-3,15
COC(CN1CCc2c(C)nc3c(C#N)cnn3c21)OC,-40,-9,-3,-4,0.1,2,-12,7,19
O=c1nc2ccccc2c2n1CC(CN1CCN(c3ccccc3F)CC1)N2 (configuration not stated),15,1,-4,2,1.3,-1,-20,0,1

# Profiles, quoted from the list:
# `C/C(=N/NC(=O)c1ccc(C)s1)c1cccc(NC(=O)COc2ccc(Cl)cc2C)c1` across the screens: Tb hexokinase = -10; NCF1 inh = -3; EBV gp42 inh = -18; 14-3-3 Bad inh = -4; zVAD death inh = 0.3; Runt-CBFb FRET = -4; MDM2 E3 inh = -3; Runt-SMMHC FRET = -3; Hck Nef HTS = -1
# `O=C(O)CCCCc1nc2ccccc2s1` across the screens: Tb hexokinase = 4; NCF1 inh = -12; EBV gp42 inh = -8; 14-3-3 Bad inh = -3[fluorescence artefact?]; zVAD death inh = 0.7; Runt-CBFb FRET = 2; MDM2 E3 inh = -10; Runt-SMMHC FRET = -5; Hck Nef HTS = 2

# (further entries)
SMILES,Tb hexokinase,NCF1 inh,EBV gp42 inh,14-3-3 Bad inh,zVAD death inh,Runt-CBFb FRET,MDM2 E3 inh,Runt-SMMHC FRET,Hck Nef HTS
COc1ccc(N2C(S)=C(C#N)C(=O)NC2c2ccco2)cc1 (configuration not stated),-14,-3,-15,-4,1.0,6,0,5,12
COc1ccc(C(CC(=O)Nc2ccc(Cl)cc2F)NC(=O)C(F)(F)F)cc1 (configuration not stated),-2,-6,-14,-2,0.2,-1,-23,3,1
c1cc(CNCCCN2CCOCC2)ccn1,3,-4,-12,6,0.1,-2,-23,-4,0
C=CCN(C(=O)CNC(=O)c1cccs1)C(C(=O)NC(C)(C)C)c1ccccc1 (configuration not stated),1,-3,-10,-8,5.9,-1,-3,-1,18
Cc1ccc(C(=O)C(C)Oc2cccc(NC(=O)c3ccco3)c2)cc1 (configuration not stated),-1,-2,-4,9,-0.5,-1,-3,-7,3
COc1cc(/C=N/NC(=O)c2ccc(COc3cc(C)ccc3C(C)C)cc2)cc(OC)c1O,12,-2,-8,-32,1.6,-10,-6,-9,0
COc1ccc(C(=O)Cc2cnn(-c3ccccc3)c2)c(O)c1,-5,-2,-4,-2,0.2,1,-12,3,-2
O=C(NCCc1ccccc1)c1ccc(=O)oc1,-88,-5,-11,5,0.1,1,1,-3,1
O=C1CCCC2=C1C(c1ccc3c(c1)OCO3)c1c([nH]n(-c3ccccc3)c1=O)N2 (configuration not stated),-48,-5,0,-26,0.0,1,-8,0,1
Cc1nc(-c2cccc(Br)c2)ccc1C(=O)O,-4,-4,0,2,0.9,1,-10,0,-14
O=C(NC1CCCCC1)c1ccc(Cn2cc(Cl)cn2)cc1,-8,-13,-10,-1,0.4,2,-25,0,-2
CCCN1CN(Cc2ccco2)c2nc3ccccc3n2C1,0,2,-4,-6,-0.4,1,-14,1,0
CCOC(=O)c1ccccc1N1C(=O)CSC1=S,-5,-37,1,8[fluorescence artefact?],-0.7,0,-6,1,-1
Cc1cc(NC(=O)CSCC(=O)N(c2ccc(F)cc2)C(C(=O)NC2CCCCC2)c2ccc(O)c(O)c2)no1 (configuration not stated),25,12,-17,5,0.4,5,-11,4,5
CC1CC(=O)c2cnc(Nc3cccc(C(F)(F)F)c3)nc2C1 (configuration not stated),-11,-16,-14,-2,7.0,-4,-18,2,-1
COc1ccc(C(=O)NNC2=CC(=O)CC(C)(C)C2)cc1,16,3,6,34[fluorescence artefact?],0.1,3,-3,2,-1
COC(=O)c1ccc(N2CCS(=O)(=O)CC2)cc1,-5,-5,-2,-12,2.8,-1,-9,1,25
CC(C)c1nnc(SCC(=O)N2CCOCC2)n1C,4,-1,-7,-13,-0.7,-2,.,0,-2
COc1ccccc1NC(=O)CCN1CCCCCC1,-2,-15,-13,-1,2.0,0,-6,4,-1
Cc1nc2ncnn2c(C)c1CCC(=O)N1CCN(Cc2ccccc2)CC1,29,-5,-8,-11,0.4,4,-26,-6,-22
